Bioassay records (PubChem BioAssay)
TEAD-YAP inh = TEAD-YAP interaction inhibition; HEK-TIYL cells, TEAD-Gal4/YAP UAS-luciferase luminescence; AID 1259422; 640,000 compounds, 1.4% hits; inhibition, % at 9.12 µM; in the data active = inhibition above about 32%;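 note: 0% = median of test compound wells and 100% = reference inhibitor wells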
FBW7 act = activators of human E3 ligase FBW7; normalized activity (activation), % at 26.1 µM; 650,000 compounds, 0.13% hits; AID 1259310; Q969H0; AlphaScreen FBW7–phospho-cyclin E peptide binding, activator screen; in the data active = normalized activity above about 1.9%;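 note: purified mutant Fbw7 with reduced substrate affinity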
Target sequence (Q969H0 whole entry, looked up): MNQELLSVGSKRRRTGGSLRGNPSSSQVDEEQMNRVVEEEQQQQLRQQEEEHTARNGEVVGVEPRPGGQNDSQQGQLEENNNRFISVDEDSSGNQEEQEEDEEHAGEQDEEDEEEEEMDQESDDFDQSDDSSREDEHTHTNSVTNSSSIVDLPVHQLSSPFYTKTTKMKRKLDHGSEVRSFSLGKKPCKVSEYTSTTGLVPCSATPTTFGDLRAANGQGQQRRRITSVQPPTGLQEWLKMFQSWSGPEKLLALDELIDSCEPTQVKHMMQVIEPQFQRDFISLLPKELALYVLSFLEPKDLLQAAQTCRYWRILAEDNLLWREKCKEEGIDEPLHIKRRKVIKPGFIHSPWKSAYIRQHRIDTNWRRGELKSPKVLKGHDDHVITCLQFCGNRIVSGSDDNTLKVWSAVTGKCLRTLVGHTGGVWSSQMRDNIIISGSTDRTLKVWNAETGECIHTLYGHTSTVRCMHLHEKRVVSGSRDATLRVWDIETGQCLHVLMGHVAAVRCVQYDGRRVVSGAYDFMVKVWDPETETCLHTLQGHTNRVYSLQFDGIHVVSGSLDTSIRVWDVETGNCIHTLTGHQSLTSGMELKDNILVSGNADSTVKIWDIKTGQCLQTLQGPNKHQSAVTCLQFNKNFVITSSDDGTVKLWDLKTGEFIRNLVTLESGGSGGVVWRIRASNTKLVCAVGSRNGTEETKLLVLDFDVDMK
GPR151 ag = activates the human receptor GPR151; Q8TDV0; PathHunter beta-arrestin GPR151 cells, luminescence; activation, % at 11.2 µM; 650,000 compounds, 1% hits; AID 1508602; in the data active = activation above about 4.9%;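 note: 0% = median of compound wells and 100% = cells with positive control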
Target sequence (Q8TDV0 whole entry, looked up): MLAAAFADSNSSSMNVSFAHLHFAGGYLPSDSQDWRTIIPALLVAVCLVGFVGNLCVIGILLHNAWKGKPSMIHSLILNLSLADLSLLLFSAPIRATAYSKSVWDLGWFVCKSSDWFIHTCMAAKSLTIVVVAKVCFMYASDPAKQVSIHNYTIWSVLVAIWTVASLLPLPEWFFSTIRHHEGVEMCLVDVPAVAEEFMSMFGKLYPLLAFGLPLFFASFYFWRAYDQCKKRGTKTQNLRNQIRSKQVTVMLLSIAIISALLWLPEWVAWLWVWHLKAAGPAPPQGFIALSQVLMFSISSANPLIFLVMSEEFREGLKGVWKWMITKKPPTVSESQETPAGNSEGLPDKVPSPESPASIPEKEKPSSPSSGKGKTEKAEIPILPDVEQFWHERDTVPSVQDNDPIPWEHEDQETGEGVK
MITF primary = inhibitors of human MITF. AlphaScreen MITF homodimerization, bead proximity signal. inhibition, % at 2.6 µM. 650,000 compounds, 0.91% hits. AID 1259374; in the data active = inhibition above about 50%;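 note: 0% = vehicle wells with protein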
* hit, by the source's call; / = not tested or not shown.

| mol | TEAD-YAP inh | FBW7 act | GPR151 ag | MITF primary |
| --- | --- | --- | --- | --- |
| COc1ccc(OC)c(CCNC(=O)c2noc3c2COc2ccccc2-3)c1 | -2 | 0.2 | -0.6 | -4 |
| O=S(=O)(Nc1ncccc1O)c1ccc(Cl)cc1 | 4 | 0.0 | 2.6 | -1 |
| C=CCn1c2cc(C)sc2c2cnn(CCC(N)=O)c(=O)c21 | -4 | -0.1 | 0.9 | -18 |
| CCOCCOC(=O)C1=C(C)NC2=C(C(=O)CC(C)(C)C2)C1c1ccccc1OC(C)C (stereo not drawn) | -8 | 1.3 | -0.5 | 10 |
| Cc1cc(C(=O)COc2ccccc2C(N)=O)c(C)n1C | -3 | -0.1 | -1.6 | 11 |
| Cc1noc(C)c1CSCC(=O)NNC(=O)CC12CC3CC(CC(C3)C1)C2 | -4 | 0.1 | 0.6 | 8 |
| Cc1cnc(Oc2ccccc2)nc1NCCN(C(C)C)C(C)C | 13 | 0.1 | -0.6 | 6 |
| Cc1cccc(N2CCN(Cc3ccc([N+](=O)[O-])o3)CC2)c1C | 5 | -0.1 | -1.0 | 44 |
| CC(=O)c1cccc(NC(=O)C23CC4CC(CC(C4)C2)C3)c1 | -7 | -0.2 | 0.8 | -5 |
| O=C1NC(=S)N/C1=C\c1ccc(-c2cccc(Cl)c2Cl)o1 | -5 | 0.1 | 2.6 | 2 |
| O=C(CSc1nc2ccsc2c(=O)n1-c1ccc(Br)cc1)c1ccc(Cl)cc1 | -9 | 0.0 | 0.9 | 7 |
| COc1ccc(Br)cc1C1C2=C(CC(C)(C)CC2=O)N(c2ccc(Cl)c(Cl)c2)C2=C1C(=O)CC(C)(C)C2 | -2 | 0.1 | 0.6 | 0 |
| O=S(=O)(c1ccccc1)N1CCN(c2ncnc3c2nnn3-c2ccccc2)CC1 | -2 | 0.4 | -0.3 | 7 |
| COc1cccc(CSc2ccc(S(=O)(=O)N3CCOCC3)cc2C(=O)NCc2ccco2)c1OC | 10 | 0.0 | -0.1 | 18 |
| CCCCN(CC)S(=O)(=O)c1cc(C(=O)Nc2ccc(Br)cc2)ccc1F | 31 | 0.0 | -0.3 | -2 |
| COc1ccc(C(C)(C)C)cc1NS(=O)(=O)c1ccc(Cl)nc1 | -1 | 0.1 | -0.2 | -2 |
| CS(=O)(=O)Nc1ccccc1C(=O)NC1CC2CCC1C2 (stereo not drawn) | -5 | 0.1 | 4.3 | -6 |
| Cc1cc(C=C2C(=O)N(C)C(=O)N(C)C2=O)c(C)n1-c1ccc([N+](=O)[O-])cc1 | 5 | -0.1 | 0.2 | 20 |
| O=C1Nc2ccccc2C1(O)C1(O)C(=O)Nc2ccccc21 (stereo not drawn) | -16 | 0.1 | -0.1 | -10 |
| COC(=O)CN1C(=O)S/C(=C/c2ccc(Cl)s2)C1=O | 4 | -0.3 | 2.7 | -8 |
| Cc1ccc2c(c1)cc(CN(Cc1cccs1)C(=O)N(C)C)c1nnnn12 | 5 | -0.1 | -0.3 | -1 |
| Cc1ccc(CNC(=O)CCC2CCCN(C3C4CC5CC(C4)CC3C5)C2)o1 (stereo not drawn) | 4 | 0.0 | 0.1 | 16 |
| Cc1nc(-c2ccccc2)sc1C(=O)N1CCN(c2ccc(-c3ccncc3)nn2)CC1 | 6 | -0.5 | -0.7 | -12 |
| CC[C@@H](Cn1nnc2ccccc2c1=O)NC(=O)c1cccs1 | 3 | 0.1 | 0.1 | 5 |
| COc1cccc(COc2cn(C)c(C(=O)N3CCN(C(C)=O)CC3)cc2=O)c1 | -2 | -0.1 | 1.1 | 0 |
| COc1ccccc1CNC(=O)c1nn(-c2ccc(Cl)cc2)c(=O)c2ccccc12 | -5 | -0.2 | -1.0 | -8 |
| COC(=O)CC[C@H]1CN(Cc2ccc(OC)c(OC)c2)CC[C@H]1N1CCCC1 | -5 | 0.0 | 0.1 | -4 |
| COc1ccc(-n2nc3cc(C)c(NC(=O)c4cccc([N+](=O)[O-])c4C)cc3n2)cc1 | -7 | 0.0 | 1.0 | -10 |
| CC1CCCC(C)N1C(=O)c1ccc2c(c1)S(=O)(=O)c1ccccc1C2=O (stereo not drawn) | -6 | -0.1 | 1.0 | 8 |
| CCOC(=O)C(C)Oc1ccc(Br)c(C=O)c1 (stereo not drawn) | -3 | -0.3 | -0.2 | -2 |
| CCCCC#C[C@@H]1C=C[C@H](Oc2cc(OC)c(OC)c(OC)c2)[C@@H](COC(=O)OCC)O1 | / | -0.2 | -1.4 | -1 |
| NC(=O)CCSc1nnc(SCC(=O)c2ccccc2)s1 | -21 | 0.2 | -5.0 | 9 |
| CC1=C(C(=O)OCC2CCCO2)C(c2cccc(C(F)(F)F)c2)C2=C(CC(C)(C)CC2=O)N1 (stereo not drawn) | 10 | 0.0 | -0.7 | -8 |
| COc1ccc(/C=N/NC(=O)c2nc(Cl)c(Cl)c(N)c2Cl)cc1 | 2 | -0.1 | -0.7 | -8 |
| O=C(Nc1ccccc1C(F)(F)F)N1CCOc2ccccc21 | 0 | -0.1 | -1.0 | 8 |
| Cc1ccc(C(=O)NNC(=O)CSc2nc3ncnc(N)c3[nH]2)cc1 | -10 | -0.1 | -0.8 | 2 |
| N#CCCN(C(=O)c1noc2c1COc1ccccc1-2)c1ccccc1 | 5 | -0.1 | 1.6 | 8 |
| O=C(O)c1ccccc1C(=O)N1CCCCC1 | -4 | 0.2 | -1.1 | 13 |
| C=CCn1c(SCC(=O)c2ccc([N+](=O)[O-])cc2)nc2ccccc2c1=O | 13 | 0.1 | -0.1 | 17 |
| CCc1cccc(CC)c1NC(=O)CSc1nc2ccc(NC(=O)c3ccc(Cl)cc3)cc2s1 | -2 | -0.1 | -0.7 | -4 |
| O=S(=O)(c1ccc2c(c1)OCCO2)N1CCCCC1c1cccnc1 (stereo not drawn) | 5 | 0.3 | -0.3 | -12 |
| O=C(c1cccc([N+](=O)[O-])c1)c1ccc(Cl)c(Cl)c1 | 1 | -0.1 | -0.7 | 13 |
| Cc1ccc(C(CC(=O)NC(C)Cc2ccccc2)c2ccccc2)c(O)c1 (stereo not drawn) | -37 | 0.0 | -0.4 | -6 |
| CC(=O)c1cccc(N(CC(=O)Nc2ccc(Br)c(C)c2)S(C)(=O)=O)c1 | -7 | -0.1 | -1.3 | -6 |
| CCCOc1ccc(C(=O)CCC(=O)OCC(=O)NC(=O)NC2CCCCC2)cc1 | -8 | 0.2 | 0.7 | 9 |
| CCCCOc1ccc(C(=O)Nc2c3c(nn2-c2ccc(C)cc2C)CS(=O)(=O)C3)cc1 | -4 | -0.1 | 0.7 | 2 |
| Cc1ccc(S(=O)(=O)N2CCN(c3ccc4nnc(C5CC5)n4n3)CC2)c(C)c1 | -14 | -0.2 | 0.2 | -6 |
| Cc1cc(C)c2nc(NCCNS(=O)(=O)c3ccc4c(c3)OCCO4)c(C#N)cc2c1 | 2 | 0.2 | 0.8 | -5 |
| COc1ccc(NC(=O)CC(c2ccc(OC)cc2)N2Cc3ccccc3C2=O)cc1 (stereo not drawn) | -5 | 0.1 | -0.6 | 7 |
| COc1ccccc1C(=O)NCCc1nc2ccccc2n1Cc1cc(C)ccc1C | -4 | 0.3 | -0.3 | 1 |

Random excerpt: 4 compounds from above
| mol | TEAD-YAP inh | FBW7 act | GPR151 ag | MITF primary |
| --- | --- | --- | --- | --- |
| O=C(O)c1ccccc1C(=O)N1CCCCC1 | -4 | 0.2 | -1.1 | 13 |
| CC1CCCC(C)N1C(=O)c1ccc2c(c1)S(=O)(=O)c1ccccc1C2=O (stereo not drawn) | -6 | -0.1 | 1.0 | 8 |
| CCc1cccc(CC)c1NC(=O)CSc1nc2ccc(NC(=O)c3ccc(Cl)cc3)cc2s1 | -2 | -0.1 | -0.7 | -4 |
| O=S(=O)(c1ccc2c(c1)OCCO2)N1CCCCC1c1cccnc1 (stereo not drawn) | 5 | 0.3 | -0.3 | -12 |

More records follow.
| mol | TEAD-YAP inh | FBW7 act | GPR151 ag | MITF primary |
| --- | --- | --- | --- | --- |
| CCc1ccc(NC(=O)CSc2nc3ccccc3c(=O)n2Cc2cccs2)cc1 | 8 | -0.1 | -0.3 | 5 |
| COc1ccc(S(=O)(=O)CCc2nnc(NC(=O)c3ccccc3Cl)s2)cc1 | -2 | -0.1 | -1.6 | -1 |
| COc1ccc(C(=O)OCc2cc(Br)ccc2OC)cc1 | 12 | 0.1 | 2.0 | -8 |
| CCOC(=O)c1c(NC(=O)c2ccccc2C)sc(C(=O)Nc2ccccc2OC)c1C | -4 | 0.0 | -0.1 | 6 |
| COCc1c(C(=O)NN)nnn1-c1nonc1N | 1 | -0.1 | 1.4 | -7 |
| COc1ccc(CSCC(=O)Nc2ccc(S(=O)(=O)N3CCCC3)cc2)cc1 | 5 | -0.2 | 2.8 | 3 |
| COc1ccc(/C=C(\NC(=O)c2ccc(OC)cc2)C(=O)Nc2ccc(C(=O)O)cc2)cc1 | -1 | -0.2 | -0.4 | -3 |
| CN(NC1CC(=O)N(c2ccccc2)C1=O)c1ccccc1 (stereo not drawn) | -11 | 0.2 | -0.2 | 0 |
| COc1cccc(NC(=S)Nc2ccc(CN3CCOCC3)cc2)c1 | -2 | 0.0 | -1.3 | 8 |
| N#Cc1c(NC(=O)C2CC2c2ccccc2)sc2c1CCC2 (stereo not drawn) | 43* | 0.1 | 2.7 | -16 |
| O=C(c1ccc(F)cc1)N(c1ccccn1)c1ccccn1 | 0 | 0.2 | 0.5 | 5 |
| CC1CCN(C(=O)CCN2C(=O)/C(=C/c3cccs3)SC2=S)CC1 | 11 | 0.1 | -0.2 | 14 |
| Cn1ncc2c(NNC(=O)c3ccc(O)cc3)ncnc21 | 3 | 0.2 | 0.6 | 3 |
| c1ccc(-c2nc3sc4c(c3c3nncn23)CCC4)cc1 | -20 | -0.1 | -0.8 | -14 |
| Cc1cc(C)cc(OCC(=O)NC(C)c2ccccc2)c1 (stereo not drawn) | 11 | -0.1 | 4.2 | 0 |
| CCn1c(C(C)(C)C)nc2ccccc21 | 5 | 0.1 | -0.9 | 13 |
| O=C(c1ccco1)N1CCN(c2cc(NCCO)c([N+](=O)[O-])c3nonc23)CC1 | 0 | 0.1 | -0.9 | 3 |
| CCOc1ccc(/C=C2/NC(=S)N(c3ccccc3)C2=O)cc1OC | -8 | 0.0 | 0.6 | 6 |
| CN(CC(=O)Nc1ccccc1[N+](=O)[O-])S(=O)(=O)c1ccc(Cl)cc1 | 10 | 0.1 | 3.8 | -4 |
| Cc1nc(N2CCC(C(=O)O)CC2)c2c(C)c(C)sc2n1 | 7 | 0.1 | 2.7 | 8 |
| O=C(Nc1cccc(F)c1)c1nn(C23CC4CC(CC(C4)C2)C3)cc1[N+](=O)[O-] | -8 | -0.2 | -0.9 | 10 |
| CC(=O)C1=C(C)Nc2sc(C(N)=O)c(N)c2C1c1ccccc1 (stereo not drawn) | -11 | -0.1 | 1.2 | -11 |
| COc1cccc(/C=N/NC(=O)c2cc(C(C)C)[nH]n2)c1O | 49* | -0.1 | -0.2 | 16 |
| Cc1ccc(/C=c2\sc3nnc(-c4ccco4)n3c2=O)cc1 | 1 | -0.1 | -1.1 | -2 |
| CC(=O)N1c2ccc(S(=O)(=O)NC(C(=O)NCc3cccs3)C(C)C)cc2CC1C (stereo not drawn) | -2 | -0.1 | -0.5 | 3 |

Reprinted from the listing for reference:
| mol | TEAD-YAP inh | FBW7 act | GPR151 ag | MITF primary |
| --- | --- | --- | --- | --- |
| CCc1ccc(NC(=O)CSc2nc3ccccc3c(=O)n2Cc2cccs2)cc1 | 8 | -0.1 | -0.3 | 5 |
| COc1ccc(S(=O)(=O)CCc2nnc(NC(=O)c3ccccc3Cl)s2)cc1 | -2 | -0.1 | -1.6 | -1 |
| COc1ccc(C(=O)OCc2cc(Br)ccc2OC)cc1 | 12 | 0.1 | 2.0 | -8 |
| CCOC(=O)c1c(NC(=O)c2ccccc2C)sc(C(=O)Nc2ccccc2OC)c1C | -4 | 0.0 | -0.1 | 6 |
| COCc1c(C(=O)NN)nnn1-c1nonc1N | 1 | -0.1 | 1.4 | -7 |

The list goes on.
Values in the order – TEAD-YAP inh | FBW7 act | GPR151 ag | MITF primary
- C=CCOc1ccc(/C=c2\sc3nc(-c4ccco4)nn3c2=O)cc1
→ 0 | -0.1 | 0.2 | 16
- CCOC(=O)c1ccc(N2C(=O)c3ccccc3NC2c2ccc(C)cc2)cc1 (stereo not drawn)
→ -44 | 0.0 | -0.8 | 8
- CCn1c(C)csc1=NC(=O)c1ccccc1
→ -36 | -0.1 | 3.0 | 3
- CC(C)c1nc2ccccc2c2nn(CC(N)=O)c(=O)n12
→ 1 | 0.2 | -0.7 | 11
- CN(C)c1ccc(/C=N/NC(=O)CNC(=O)c2cccc(Br)c2)cc1
→ -1 | 0.1 | 0.8 | -17
- CN1C(=O)NC(c2ccccc2Cl)C(C(=O)c2cccs2)C1(O)C(F)(F)F (stereo not drawn)
→ 0 | -0.1 | 1.5 | 4
- CCOc1ccc(NC(=O)CSc2nnc(-c3ccc(OC)cc3)c(-c3ccc(OC)cc3)n2)cc1
→ 19 | -0.1 | 0.6 | -4
- O=C(Nc1ccccc1F)c1cnc(N2CCN(c3ncccn3)CC2)c2ccccc12
→ 25 | 0.0 | -1.6 | 21
- O=C(O)CCc1ccc(-c2cnc3ccc(NCc4ccc(F)cc4)nn23)cc1
→ 4 | -0.6 | 1.4 | 5
- C=CCOc1cccc(CNC2CCCCC2)c1
→ 0 | -0.1 | -1.9 | -5
- O=C(NCCO)c1cccc(-c2ccccc2)c1
→ -10 | 0.0 | -0.2 | 3
- O=C1Cc2cc(Nc3cc(Nc4ccccc4-c4ncccn4)c(C(F)(F)F)cn3)ccc2N1
→ -8 | -0.1 | -1.4 | -15
